NadD inh – inhibitors of S. aureus NadD, primary screen, biochemical, colorimetric, uHTS; Nicotinate-nucleotide adenylyltransferase NadD (Staphylococcus aureus N315); purified NadD enzyme, colorimetric absorbance read-out; inhibition, % at 20 µM; actives 0.78% (n = 360,000); in the data active = inhibition above about 26%; also: some compounds past the cut are filed as inactive
Rpn11 inh – Rpn11 (PSMD14) deubiquitinase inhibitors, primary screen, biochemical, fluorescence polarization, uHTS | human 26S proteasome, Ub4-pepOG fluorescence polarization; 20S core pre-blocked with epoxomicin | AID 588493, 2011 | 26S proteasome non-ATPase regulatory subunit 14 (Homo sapiens), O00487 | actives 0.59% (n = 360,000) | calls only at 20 µM;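 active = inhibition at 20 µM, scaled to each plate's controls, above about 33%, limit read from the data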
Target sequence (O00487 whole entry, looked up): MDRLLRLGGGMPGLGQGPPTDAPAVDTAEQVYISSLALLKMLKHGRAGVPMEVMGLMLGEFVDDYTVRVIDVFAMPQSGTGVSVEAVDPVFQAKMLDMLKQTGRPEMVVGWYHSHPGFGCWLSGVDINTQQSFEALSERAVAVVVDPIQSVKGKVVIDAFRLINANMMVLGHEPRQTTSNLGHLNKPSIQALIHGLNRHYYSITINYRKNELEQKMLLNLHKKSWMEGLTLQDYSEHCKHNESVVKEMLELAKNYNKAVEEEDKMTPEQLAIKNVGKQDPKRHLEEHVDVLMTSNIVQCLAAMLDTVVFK
STEP block – STEP phosphatase inhibitors, primary screen, biochemical, fluorescence intensity, uHTS | inhibition, % at 20 µM | recombinant STEP, OMFP fluorogenic substrate | actives 0.25% (n = 360,000);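 active = inhibition at 20 µM, scaled per plate between control wells, above about 37%, limit read from the data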;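 also: 0% = DMSO with enzyme and substrate and 100% = substrate only without enzyme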
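Assay system: isolated STEP enzyme. Buffer or medium: pH 6.0 Bis-Tris with DTT and Tween 20. Also added: fluorogenic phosphatase substrate OMFP at 25 µM final. Dosing: 20 µM, 1% DMSO. Timing: 20 min reaction, room temperature, in the dark. Measured by: fluorescence intensity, excitation 480 nm, emission 540 nm. Evaluation: normalized % inhibition.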
SKN-1 inh – suppressors of acrylamide-induced Pgst-4::GFP reporter in worms, primary screen, SKN-1 inhibitor project, whole organism, uHTS, GFP/RFP fluorescence ratio, strain VP596. C. elegans VP596 Pgst-4::GFP/RFP ratio, 24 h. inhibition, % at 21.8 µM. actives 0.49% (n = 360,000);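 active = interference check ratio from 0.5 to 1.5 plus GFP to RFP signal ratio inhibition reaching or exceeding a fixed threshold, cut at about 30% in these data, passing the limit was not always enough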; also: some compounds called inactive have numbers as strong as hits
CendR NRP1 mod – modulators of CendR peptide binding to NRP-1, primary screen, biochemical, fluorescence polarization, uHTS. AID 602438, 2012. Neuropilin-1 (Homo sapiens), O14786. FAM-RPARPAR peptide binding to NRP-1. actives 0.85% (n = 360,000). inhibition, % at 25 µM;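 active = inhibition or corrected inhibition above about 18%, plus a signal ratio from 0.5 to 1.5, limit read from the data, passing the limit was not always enough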; also: strong numbers were not always called active
LMPTP inh – LMPTP phosphatase inhibitors, primary screen, biochemical, fluorescence intensity, uHTS; recombinant LMPTP-A, OMFP fluorogenic substrate; inhibition, % at 20 µM; actives 0.22% (n = 360,000); AID 651560, 2012;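 active = compounds that cut the enzyme signal by at least half of the control window in the single-dose screen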;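 also: plate controls were DMSO wells with enzyme plus substrate for no effect and substrate without enzyme for full effect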
Target sequence (P24666 whole entry, looked up): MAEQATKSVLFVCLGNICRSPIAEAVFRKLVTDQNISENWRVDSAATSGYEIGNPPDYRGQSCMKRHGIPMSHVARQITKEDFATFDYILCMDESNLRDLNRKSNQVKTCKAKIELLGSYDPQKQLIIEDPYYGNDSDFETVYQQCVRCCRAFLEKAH
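Test system: LMPTP-A phosphatase enzyme. Amount: LMPTP-A at 0.625 nM final in the reaction. Reagent: OMFP substrate, 400 µM final. Times: 50 min at room temperature. Signal: endpoint fluorescence intensity from OMFP dephosphorylation. Read-out basis: % inhibition. Benchmarks: no-enzyme and uninhibited controls.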
Scp-1 inhibitor – Scp-1 phosphatase inhibitors, primary screen, biochemical, colorimetric, uHTS | Carboxy-terminal domain RNA polymerase II polypeptide A small phosphatase 1 (Homo … | Recombinant Scp1, phosphopeptide, malachite green phosphate absorbance | inhibition, % at 20 µM | actives 0.88% (n = 340,000);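 active = inhibition above about 50% at 20 µM, limit read from the data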;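 also: plate controls were DMSO wells with enzyme for no effect and wells lacking enzyme for full effect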
Target sequence (Q9GZU7 76-261 limits assumed): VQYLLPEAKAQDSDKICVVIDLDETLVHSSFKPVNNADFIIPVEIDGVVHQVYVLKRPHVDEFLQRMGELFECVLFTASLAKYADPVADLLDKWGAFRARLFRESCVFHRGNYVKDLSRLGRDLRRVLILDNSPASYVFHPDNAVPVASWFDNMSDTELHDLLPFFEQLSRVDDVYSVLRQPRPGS
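Test system: SCP-1 phosphatase catalytic domain, residues 76-261; measured by: colorimetric phosphate reagent with accelerator and stabiliser, absorbance at 630 nm; timing: enzyme reaction 45 min at room temperature, colour 5 min, stabilisation 30 min; also added: Phosphorylated 17-residue peptide substrate; compound dosing: one concentration, 20 µM, with 1.0% DMSO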
MT1-MMP act inh – blockers of MT1-MMP proenzyme processing, primary screen, HT1080 RFP-PRO-GFP cells, GFP/RFP fluorescence; Matrix metalloproteinase-14 (Homo sapiens), P50281; GFP/RFP ratio fluorescence, overnight; percent of plate control window, DMSO zero; GFP/RFP ratio change, % at 20 µM; actives 0.061% (n = 360,000);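 active = GFP/RFP ratio change of at least 30% with cell ATP level not reduced by more than half and red fluorescence within 50% of control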; also: strong numbers were not always called active
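system = RFP-PRO-GFP reporter HT1080 cells | dosing = 20 µM single dose, 1% DMSO | timing = overnight cell settling, then overnight compound exposure, 37 °C, 5% CO2 | read-out basis = GFP/RFP fluorescence ratio | controls = DMSO and RFP-L50D-GFP cell wells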
DNMT1 block – human DNMT1 methyltransferase inhibitors, primary screen, biochemical, molecular beacon, fluorescence, HinP1I cleavage, uHTS; DNA (cytosine-5)-methyltransferase 1 (Homo sapiens), P26358; inhibition (reported as % activation of signal), % at 10 µM; actives 0.83% (n = 360,000); in the data active = inhibition above about 50%
SUMO1-SIM PPI – modulators of SUMO1 protein-protein interactions, primary screen, biochemical, uHTS. actives 0.33% (n = 360,000). inhibition, % at 20 µM. Small ubiquitin-related modifier 1 (Homo sapiens), P63165. SUMO1 binding to a labelled peptide, TR-FRET, 1 h. AID 602429, 2012; in the data active = inhibition above about 37%
Target sequence (P63165 whole entry, looked up): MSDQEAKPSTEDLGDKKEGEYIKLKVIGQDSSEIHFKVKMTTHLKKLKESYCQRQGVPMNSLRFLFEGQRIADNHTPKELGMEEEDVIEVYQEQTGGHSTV
The depositor's hits bear a star; i = inactive; . = not tested or not shown.

Abbreviations – A = NadD inh; B = Rpn11 inh; C = STEP block; D = SKN-1 inh; E = CendR NRP1 mod; F = LMPTP inh; G = Scp-1 inhibitor; H = MT1-MMP act inh; I = DNMT1 block; J = SUMO1-SIM PPI
[1] Cc1nonc1NC(=O)OC1CCCCC1
  A = -5.1; B = i; C = -3.3; D = -10.7; E = 2.2; F = 0.7; G = -10.7; H = -0.3; I = 5.8; J = 3.0

[2] COc1cc2nc(C3CCC3)n(NC(=O)COc3ccccc3)c(=O)c2cc1OC
  A = -2.8; B = i; C = -1.5; D = 60.6; E = -0.3; F = -1.4; G = -1.8; H = 1.2; I = 0.7; J = 15.9

[3] O=C(c1ccco1)N1CCN(C(=O)c2ccc(-c3ccc([N+](=O)[O-])cc3)o2)CC1
  A = 23.5; B = i; C = 10.7; D = -10.2; E = -38.3; F = 46.0; G = 89.8*; H = 3.6; I = 63.0*; J = 74.3*

[4] Cc1[nH]c(=O)nc(SCc2cccc(Cl)c2)c1C#N
  A = -1.5; B = i; C = 3.7; D = -0.9; E = -30.6; F = 1.6; G = -4.9; H = -2.8; I = 4.0; J = 12.5

[5] COc1ccc(CC(=O)N/N=C\c2cc(Br)c(O)c(Br)c2)cc1
  A = 7.2; B = i; C = 1.5; D = 5.7; E = -4.2; F = -1.4; G = -8.7; H = 6.5; I = -3.8; J = -2.8

[6] O=C(COC(=O)c1ccc(F)c(S(=O)(=O)N2CCOCC2)c1)NC1CCCCC1
  A = 0.5; B = i; C = 1.2; D = 0.5; E = -3.9; F = 1.1; G = -5.7; H = -2.2; I = 2.1; J = -1.2

[7] CCNC(=S)N/N=C/c1cccs1
  A = 5.5; B = i; C = 0.1; D = 16.7; E = -5.3; F = 0.0; G = -2.0; H = -2.0; I = -1.0; J = -9.9

[8] O=C1C2CCCCC2C(=O)N1c1nccs1 (configuration not stated)
  A = -2.2; B = i; C = 0.1; D = -0.1; E = 1.5; F = -2.7; G = 0.1; H = 3.1; I = -1.1; J = 1.6

[9] Cc1ccc(Nc2cc(=O)n(C3CCCCC3)c(=O)[nH]2)cc1C
  A = -4.7; B = i; C = 7.0; D = 7.9; E = -59.2; F = -1.2; G = -6.9; H = -1.6; I = -3.6; J = 6.2

[10] Cc1ccc(NC(=O)CSC(C)C(=O)NCCc2ccccn2)cc1 (configuration not stated)
  A = 0.7; B = i; C = -1.0; D = 7.1; E = 5.3; F = 2.7; G = -7.0; H = -2.6; I = 1.4; J = 0.7

[11] O=S(=O)(CCN1CCCC1)NCCNS(=O)(=O)c1ccc(F)cc1Br
  A = -4.5; B = i; C = 0.4; D = 2.2; E = 0.5; F = -1.2; G = -8.0; H = 2.8; I = 2.9; J = 2.5

[12] CS(=O)(=O)c1ccc(C(=O)OCC(=O)N(CCc2ccccc2)Cc2ccccc2)cc1
  A = -3.9; B = i; C = 2.6; D = -6.8; E = 8.3; F = 0.9; G = -13.1; H = -3.6; I = -4.1; J = 2.3

[13] Cc1cccnc1NC(=O)c1csnn1
  A = -5.8; B = i; C = 0.5; D = -1.4; E = 12.4; F = -1.5; G = 5.2; H = 2.9; I = 0.2; J = -1.8

[14] COCCNC(=O)/C(C#N)=C/c1c(N2CCN(C)CC2)nc2ccccn2c1=O
  A = -8.7; B = i; C = -2.4; D = 21.9; E = -2.3; F = -5.5; G = -0.9; H = -0.2; I = 1.8; J = -14.9

[15] Cc1ccc(Cl)cc1NC(=O)C(=O)N/N=C/c1ccc2c(c1)OCO2
  A = 6.7; B = i; C = -0.4; D = -1.6; E = 0.4; F = 1.8; G = 1.1; H = 2.6; I = 9.7; J = 1.6

The listing continues.
Abbreviations – A = NadD inh; B = Rpn11 inh; C = STEP block; D = SKN-1 inh; E = CendR NRP1 mod; F = LMPTP inh; G = Scp-1 inhibitor; H = MT1-MMP act inh; I = DNMT1 block; J = SUMO1-SIM PPI
[16] CCOC(=O)C1=C(C)N=c2s/c(=C/c3cccc([N+](=O)[O-])c3O)c(=O)n2C1c1cc(OC)c(OC)c(OC)c1 (configuration not stated)
  A = 24.3; B = i; C = 7.4; D = -0.8; E = -26.6; F = -0.8; G = -6.5; H = 4.1; I = -2.0; J = -5.9

[17] COc1ccc(CNC(=O)C2CCCN(C(=O)Nc3ccccc3OC)C2)cc1 (configuration not stated)
  A = -3.8; B = i; C = -0.6; D = 8.4; E = 10.0; F = -1.3; G = -5.8; H = -0.5; I = -0.8; J = 9.3

[18] COc1ccc(S(=O)(=O)NNc2nc(C)cc(C)n2)cc1[N+](=O)[O-]
  A = 2.0; B = i; C = 0.8; D = 1.2; E = -7.2; F = -1.1; G = 4.7; H = 5.5; I = 1.2; J = -11.6

[19] Cc1ccc(-c2ccc(CN3C(CC(C)C)C(=O)N(Cc4cn(CC5CCCCC5)nn4)CCS3(=O)=O)cc2)cc1 (configuration not stated)
  A = 5.1; B = i; C = 1.9; D = -7.3; E = 10.2; F = 3.0; G = .; H = -0.3; I = -5.0; J = 4.9

[20] COc1cc2c(cc1NC(=O)c1cccnc1)CCCC2
  A = 5.1; B = i; C = 6.1; D = 37.8*; E = 4.1; F = 0.9; G = 0.2; H = -6.6; I = -0.8; J = 2.9

[21] CCOC(=O)C1CCN(S(=O)(=O)c2ccccc2[N+](=O)[O-])CC1
  A = -0.7; B = i; C = 0.1; D = 2.0; E = 6.8; F = 0.9; G = -3.1; H = 1.2; I = 1.4; J = -6.5

[22] O=S(=O)(c1cccs1)N1CCc2ccccc21
  A = -13.0; B = i; C = 3.1; D = -3.2; E = -99.7; F = -1.3; G = -3.3; H = -6.4; I = -0.7; J = 3.3

[23] CCOC(=O)C1CCN(C(=O)COC(=O)c2oc3ccc(OC)cc3c2C)CC1
  A = -2.9; B = i; C = -1.5; D = -5.6; E = 6.1; F = -0.1; G = -1.1; H = 3.5; I = 2.6; J = -5.0

[24] O=C(CN1CCC(C(=O)c2ccc(F)cc2)CC1)Nc1ccccc1
  A = -6.1; B = i; C = 0.5; D = 0.9; E = -2.7; F = -1.8; G = 3.1; H = 0.2; I = 4.7; J = 18.3

Structural class, the entries above containing a halogen.
Abbreviations – A = NadD inh; B = Rpn11 inh; C = STEP block; D = SKN-1 inh; E = CendR NRP1 mod; F = LMPTP inh; G = Scp-1 inhibitor; H = MT1-MMP act inh; I = DNMT1 block; J = SUMO1-SIM PPI
[4] Cc1[nH]c(=O)nc(SCc2cccc(Cl)c2)c1C#N
  A = -1.5; B = i; C = 3.7; D = -0.9; E = -30.6; F = 1.6; G = -4.9; H = -2.8; I = 4.0; J = 12.5

[5] COc1ccc(CC(=O)N/N=C\c2cc(Br)c(O)c(Br)c2)cc1
  A = 7.2; B = i; C = 1.5; D = 5.7; E = -4.2; F = -1.4; G = -8.7; H = 6.5; I = -3.8; J = -2.8

[6] O=C(COC(=O)c1ccc(F)c(S(=O)(=O)N2CCOCC2)c1)NC1CCCCC1
  A = 0.5; B = i; C = 1.2; D = 0.5; E = -3.9; F = 1.1; G = -5.7; H = -2.2; I = 2.1; J = -1.2

[11] O=S(=O)(CCN1CCCC1)NCCNS(=O)(=O)c1ccc(F)cc1Br
  A = -4.5; B = i; C = 0.4; D = 2.2; E = 0.5; F = -1.2; G = -8.0; H = 2.8; I = 2.9; J = 2.5

[15] Cc1ccc(Cl)cc1NC(=O)C(=O)N/N=C/c1ccc2c(c1)OCO2
  A = 6.7; B = i; C = -0.4; D = -1.6; E = 0.4; F = 1.8; G = 1.1; H = 2.6; I = 9.7; J = 1.6

[24] O=C(CN1CCC(C(=O)c2ccc(F)cc2)CC1)Nc1ccccc1
  A = -6.1; B = i; C = 0.5; D = 0.9; E = -2.7; F = -1.8; G = 3.1; H = 0.2; I = 4.7; J = 18.3

From PubChem BioAssay
